KDM5B inh: Primary screen for KDM5B Histone Demethylases FDH-coupled qHTS; KDM5B demethylase, FDH-coupled NADH fluorescence (FDH is formaldehyde dehydrogenase); Lysine-specific demethylase 5B (Homo sapiens), Q9UGL1; Potency, µM (doses to about 57.7 µM), for the others: at the top dose activity change, negative = inhibition, actives largely listed as inhibitors; hit rate 2.6% among 220,000; AID 1347165, 2019; active = well fitted inhibition curve with a large enough effect; inconclusive = small, poorly fitted or top-dose-only effect; inactive = no such curve, though single readings can be large or run the other way; also: 0% is about no effect; nearly all actives have a fitted effect of over 70% in size
Target sequence (Q9UGL1 whole entry, looked up): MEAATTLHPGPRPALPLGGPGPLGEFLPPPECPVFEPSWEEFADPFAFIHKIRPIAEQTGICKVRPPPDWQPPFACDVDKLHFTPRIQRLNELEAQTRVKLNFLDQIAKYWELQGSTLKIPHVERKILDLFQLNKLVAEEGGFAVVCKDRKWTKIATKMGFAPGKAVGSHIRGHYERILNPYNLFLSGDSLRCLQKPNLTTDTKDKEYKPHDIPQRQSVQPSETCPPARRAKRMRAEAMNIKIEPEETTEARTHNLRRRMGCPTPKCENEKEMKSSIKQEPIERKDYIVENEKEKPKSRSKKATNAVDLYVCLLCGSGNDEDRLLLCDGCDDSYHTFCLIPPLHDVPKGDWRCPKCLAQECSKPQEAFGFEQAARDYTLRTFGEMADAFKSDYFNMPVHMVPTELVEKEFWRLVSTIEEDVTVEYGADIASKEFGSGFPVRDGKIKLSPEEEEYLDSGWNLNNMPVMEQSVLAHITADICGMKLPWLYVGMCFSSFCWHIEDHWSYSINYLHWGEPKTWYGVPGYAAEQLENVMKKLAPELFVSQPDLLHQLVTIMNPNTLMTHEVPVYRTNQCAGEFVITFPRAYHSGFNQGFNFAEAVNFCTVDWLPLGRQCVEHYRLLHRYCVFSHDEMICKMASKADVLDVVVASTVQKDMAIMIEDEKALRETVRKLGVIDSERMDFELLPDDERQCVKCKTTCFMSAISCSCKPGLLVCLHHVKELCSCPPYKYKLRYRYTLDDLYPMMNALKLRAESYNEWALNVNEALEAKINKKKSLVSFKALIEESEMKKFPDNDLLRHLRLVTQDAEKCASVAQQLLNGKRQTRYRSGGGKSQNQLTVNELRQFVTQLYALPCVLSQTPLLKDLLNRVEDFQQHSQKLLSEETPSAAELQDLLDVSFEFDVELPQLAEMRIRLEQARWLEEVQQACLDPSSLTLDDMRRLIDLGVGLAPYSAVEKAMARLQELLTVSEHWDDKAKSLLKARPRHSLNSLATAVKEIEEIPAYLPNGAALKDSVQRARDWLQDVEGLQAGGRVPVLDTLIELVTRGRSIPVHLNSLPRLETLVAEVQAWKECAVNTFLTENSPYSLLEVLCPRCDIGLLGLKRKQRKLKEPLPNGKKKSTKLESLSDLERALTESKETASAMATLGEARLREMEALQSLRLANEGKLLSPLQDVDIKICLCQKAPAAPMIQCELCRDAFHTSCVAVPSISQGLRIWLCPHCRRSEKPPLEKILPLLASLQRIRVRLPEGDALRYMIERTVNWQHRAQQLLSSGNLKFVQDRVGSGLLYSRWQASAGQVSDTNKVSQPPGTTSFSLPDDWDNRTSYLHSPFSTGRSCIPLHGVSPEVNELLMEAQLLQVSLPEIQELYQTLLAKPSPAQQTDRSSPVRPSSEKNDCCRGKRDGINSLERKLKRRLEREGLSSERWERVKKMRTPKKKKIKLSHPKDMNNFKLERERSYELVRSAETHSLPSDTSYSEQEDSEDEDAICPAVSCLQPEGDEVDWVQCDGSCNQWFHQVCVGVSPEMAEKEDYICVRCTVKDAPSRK
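Inhibition is measured as reduced NADH fluorescence generation from FDH coupling to formaldehyde release. Truncated KDM5BΔAP at 200 nM final acts on H3K4me3 peptide (12.5 µM in substrate mix) in pH 7.5 HEPES buffer with Tween-20, 30 min, room temperature.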
* = called active by the depositor; i = inactive; ? = inconclusive; & = joins results of further samples; [ ] = dose if it differs, or a comment. Potency is read from the fitted curve at half-maximal effect. Not all compounds are listed; the hit share may differ from the screen's.

SMILES	KDM5B inh
COc1cccc(CN2CCN(c3nc4c(s3)c(C)nn4C)CC2=O)c1	?
O=C(COC(=O)CCNS(=O)(=O)c1ccccc1)Nc1cc(Cl)ccc1Cl	15.6%
Cc1nnc(SC(C)C(=O)c2c[nH]c3ccccc23)s1 (stereo not drawn)	9.2%
CCCC(=O)N(C)CCOc1ccccc1	-0.8%
CCn1c(CN2CCC(C)CC2)nc2cc(NC(=O)COc3ccc([N+](=O)[O-])cc3)ccc21	-15.5%
COc1cccc(C(=O)N2CCC3(CC2)CC(OC)CCO3)c1 (stereo not drawn)	3.7%
CC(C)c1ccc(-c2noc(SCC(=O)N3CCCCC3C)n2)cc1 (stereo not drawn)	-20.8%
CC(=O)Nc1ccc(SC2CCCC2)cc1	24.5%
CC(C)c1ccc(/C=C(/CC(=O)O)c2nc3ccccc3o2)cc1	?
Cc1ccc(C(=O)Nc2nc3nc(-c4ccccc4)cc(=O)n3[nH]2)cc1	-5.5%
O=C(/C=C/c1ccc(Cl)c(Cl)c1)c1ccccc1OC(F)F	-24.7%
COc1ccc(C(=O)NC2CCN(c3cc(-c4cccs4)[nH]n3)C2)cn1 (stereo not drawn)	?
COc1ccc(C2CC(=O)C(C)C(c3ccc(OC)cc3)N2)cc1 (stereo not drawn)	15.5%
O=C(C1CCCO1)N1CCc2[nH]nc(C(c3ccccc3)c3ccccc3)c2C1 (stereo not drawn)	-13.4%
CN=C1S/C(=C/c2ccc(C)s2)C(=O)N1C	-9.6%
CCn1nc(C(=O)Nc2ccnn2C2CCN(C)CC2)c2ccccc2c1=O	1.4%
COc1ccc(N2CCN(C(=O)C3Cc4ccccc4N3C(C)=O)CC2)cc1 (stereo not drawn)	?
COc1ccc(C(=O)OCc2ccccc2C#N)c(OC)c1	-12.5%
CCn1c(=O)c(=O)n(CC)c2cc(S(=O)(=O)Nc3ccc(C)cc3)ccc21	1.8%
Cc1ccc(-c2nc3nc(C)cc(C)n3c2Nc2ccc3c(c2)OCCO3)cc1	-0.7%
COc1ccc(Cn2c(CNC(=O)c3ccc(N(C)C)cc3)nc3cccnc32)cc1	-29.4%
CCCCOc1cccc(C(=O)Nc2cccc(-c3nc4ncccc4o3)c2C)c1	14.7%
COc1ccc(C(=O)N2CC(=O)Nc3ccc(Br)cc3C2c2ccc(F)cc2)cc1OC (stereo not drawn)	-13.3%
CCCCc1ccc(-n2nnnc2SCC(=O)Nc2ccc3c(c2)OCCO3)cc1	3.3%
CCc1ccc(OCC(=O)Nc2ccc3nsnc3c2)cc1	-20.2%
CCOC(=O)C1CCC(CN(Cc2ccc(OC)cc2)S(=O)(=O)c2ccc(F)c(C(=O)Nc3c(C)cccc3C)c2)CC1 (stereo not drawn)	-12.3%
COc1cccc2cc(-c3cc(=O)oc4cc(OC(=O)N5CCOCC5)ccc34)c(=O)oc12	7.6%
CCNc1ccc(S(=O)(=O)N(CC)CC)cc1NCc1c(F)cccc1Cl	-25.2%
Cc1c(CNCCCc2ccccc2)c(C(=O)O)c(C)n1Cc1cccc(Cl)c1	-15.9%
O=C(NCc1ccccc1OC(F)(F)F)c1ccccc1C(F)(F)F	12.8%
CC(OC(=O)c1cc2ccccc2s1)C(=O)N1CCNC1=O (stereo not drawn)	3.6%
O=C(CSc1nnc(-c2cccnc2)n1-c1ccccc1)Nc1ccc(Cl)cn1	8.7%
COc1ccc2[nH]c3c(c2c1)CCN(C)C31CCN(C(=O)c2ccccc2)CC1	?
CN1C[C@H](N(C)C)CCC[C@@H](C(=O)N(C)Cc2cccnc2)CC1=O	-10.2%[86.2 µM]
O=S(=O)(NCCCO)c1ccc(Cl)c2ccccc12	7.6%
O=C(CC(Nc1ccc(Cl)cc1Cl)C(=O)O)c1ccccc1 (stereo not drawn)	-6.0%
CC(C)n1nc(OC(C)(C)C(=O)NCc2ccncc2)c2cc(CN3CCOCC3)ccc21	?
CN1CCN(S(=O)(=O)c2ccc3c(c2)CCN3)CC1	-3.6%
COC(=O)C1=C2SCC(=O)N2C(N)=C(C#N)C1	20.0%
Cc1ccc(C)c(N2CCN(S(=O)(=O)c3cn(C)c(C)n3)CC2)c1	-13.5%
CSc1ccc(CCNC(=O)CCc2c(C)nc3cc(-c4ccccc4)nn3c2C)cc1	-29.0%
Cc1n[nH]c(C)c1C(N)C(=O)N1CCN(c2ccc3nccn3n2)CC1 (stereo not drawn)	28.2µM*
c1cc(-c2noc(-c3ccco3)n2)cc(-c2noc(-c3ccco3)n2)c1	13.8%
CCOC(=O)/C(C#N)=C/Nc1ccccc1OC(F)(F)F	14.7%
C[S+](=O)([O-])c1ccc(-c2cnc3n[nH]c(-c4ccccc4)c3n2)cc1	35.5µM*
CCN(CC)S(=O)(=O)c1ccc2c(c1)N(CC(=O)NCCCN1CCN(c3ccc(OC)cc3)CC1)C(=O)CO2	2.3%
COc1ccc(C(=O)N2CCCn3ccnc3C2C(C)C)c(OC)c1 (stereo not drawn)	26.0%
CCCOP(=O)(c1ccc(N(C)C)cc1)C(Nc1ccccc1)c1ccc(C)cc1 (stereo not drawn)	?
O=C(NC1C[C@H]2CC[C@@H](C1)N2C(=O)c1cccc(C(F)(F)F)c1)c1ccncc1 (stereo partly drawn)	12.5%
CCC(=O)N1c2ccccc2CC1C(=O)NCCN1CCN(c2ccccc2F)CC1 (stereo not drawn)	?
Cc1cc2ccccc2n1CCNC(=O)c1cccc([N+](=O)[O-])c1	2.0%
O=C(CCc1cc2n(n1)CCCNC2)N[C@H]1CCC[C@H]1Cc1ccc(F)cc1	?
Cc1ccc(Sc2nc3c(c(=O)[nH]c(=O)n3C)n2Cc2ccccc2)cc1	-4.8%
O=C(NC1CCCCC1)c1ccc2c(c1)-c1ccccc1C2	5.3%
O=C(NCCc1ccncc1)C1Cn2cccc2C(=O)N1Cc1ccccc1 (stereo not drawn)	12.7%
CCC1CCCCN1C(=O)/C=C/c1ccc(Br)cc1 (stereo not drawn)	3.9%
O=C(CC1SC(=O)N(c2ccccc2)C1=O)Nc1cccc2ccccc12 (stereo not drawn)	?
O=C(c1cc(C2CC2)[nH]n1)N1CCc2n[nH]c(=O)n2CC1	14.4%
CCCc1cc(=O)[nH]c(SCC(=O)N2CCN(c3ccccc3)CC2)n1	-14.5%
Nc1nccnc1C(=O)NCC(O)c1ccc(F)cc1F (stereo not drawn)	?

Other entries.
SMILES	KDM5B inh
Cc1cc(C(=O)NCc2ccncc2)c2ccccc2n1	10.7%
COc1ccc(NC(=O)CC2Oc3ccccc3NC2=O)c(OC)c1 (stereo not drawn)	31.4%
O=C(c1coc(CN2CCOCC2)c1)N1CCC2(CC1)[C@H](O)C[C@@H]2O	-5.7%
Cc1cccc(NC(=O)CN(C)S(=O)(=O)c2ccc3c(c2)CCC(=O)N3)c1C	-15.2%
CC12CN3CC(C)(CN(C1)C31C3CC4CC(C3)CC1C4)C2=O (stereo not drawn)	3.1%
CCOc1cccc2cc(C(=O)Nc3c(CC)cccc3CC)c(=O)oc12	-5.8%
Cc1cc2c(cc1S(=O)(=O)N1CCCCC1)OCC(=O)N2	2.2%
N#Cc1ccc(C(=O)N2Cc3[nH]cnc3C[C@H]2c2nc(-c3ccc4c(c3)OCO4)no2)cc1	-29.5%
Cc1ccc(-c2cc(C(=O)OCC(=O)NC(=O)NC(C)(C)C)c3ccccc3n2)o1	5.8%
CNC(=O)[C@@H]1C[C@@H](n2cc(CNC(=O)Cc3ccccc3)nn2)CN1	-16.2%
Cc1cc(C)c(NC(=O)Cn2c(=O)n(Cc3ccc4c(c3)OCO4)c(=O)c3ccccc32)c(C)c1	9.3%
CCOC(=O)c1noc2ncnc(Nc3ccc(C)c(F)c3)c12	8.9%
CCOC(=O)CNC(=O)Nc1cc(C(=O)NCc2cccc(F)c2)ccc1N1CCCC1	19.8%
COc1ccccc1-c1coc2cc(OC(=O)c3ccccc3C)ccc2c1=O	-14.8%
COc1ccc(C(CC(=O)N(C)Cc2cnc3ccccn23)c2ccccc2)cc1 (stereo not drawn)	31.6µM*

Quoted from the listing.
Reading for COc1ccc(C(CC(=O)N(C)Cc2cnc3ccccn23)c2ccccc2)cc1 (stereo not drawn) in KDM5B inh: 31.6µM*
Reading for CC(OC(=O)c1cc2ccccc2s1)C(=O)N1CCNC1=O (stereo not drawn) in KDM5B inh: 3.6%
Reading for c1cc(-c2noc(-c3ccco3)n2)cc(-c2noc(-c3ccco3)n2)c1 in KDM5B inh: 13.8%
Reading for COc1ccc(C(=O)N2CCCn3ccnc3C2C(C)C)c(OC)c1 (stereo not drawn) in KDM5B inh: 26.0%
Reading for O=C(c1cc(C2CC2)[nH]n1)N1CCc2n[nH]c(=O)n2CC1 in KDM5B inh: 14.4%

An excerpt from above in order of their number in KDM5B inh, descending.
SMILES	KDM5B inh
CCOC(=O)CNC(=O)Nc1cc(C(=O)NCc2cccc(F)c2)ccc1N1CCCC1	19.8%
Cc1ccc(-c2cc(C(=O)OCC(=O)NC(=O)NC(C)(C)C)c3ccccc3n2)o1	5.8%
Cc1cc2c(cc1S(=O)(=O)N1CCCCC1)OCC(=O)N2	2.2%

Later entries.
SMILES	KDM5B inh
CCOC(=O)c1c(C)[nH]c(C)c1S(=O)(=O)NCC(=O)Nc1cccc(Cl)c1	-7.7%
CC(C)N1CCC(CC(=O)N2CCCC(c3ccc(C(=O)O)cc3)C2)CC1 (stereo not drawn)	15.0%
O=C(Nc1cccc(-c2nn3cnnc3s2)c1)c1ccccc1	-8.9%
N#Cc1nc(-c2ccc(OCc3ccc(Cl)cc3)cc2)oc1NCc1ccco1	0.4%
COC(=O)c1ccc(-c2nc3cc(NC(C)=O)ccc3o2)cc1	?
COc1ccccc1NC(=O)CN1C(=O)c2ccccc2Sc2ccc(C(=O)N3CCCC3)cc21	-9.9%
CC(C)(C)c1ccc(/C=N/Nc2ccc(S(=O)(=O)Nc3ccccc3)cc2[N+](=O)[O-])cc1	28.5%
COc1ccc(OC)c(CN2CCc3ccccc3C2)c1	?
CCCC1CCC(c2ccc(C(C)=O)cc2)CC1 (stereo not drawn)	3.8%
COc1ccc(CNC(=O)COC(=O)C(CCSC)N2C(=O)c3ccccc3C2=O)cc1 (stereo not drawn)	-3.0%
COc1cccc(N2CCN(C(=O)c3ccc(NC(=O)c4nsc5ccccc45)cc3)CC2)c1	-19.3%
COc1ncccc1-c1cc2c(ccn2CC2CCN([S+](C)(=O)[O-])CC2)c(N2CCOCC2)n1	i
CC(C)CC(NC(=O)C1CCCCC1)C(=O)NC(C)c1ccccc1 (stereo not drawn)	2.8%
CC(=O)N1CCC(Cc2noc(-c3ccc(F)cc3)n2)C1 (stereo not drawn)	-10.5%
COc1ccc(-c2nc(C)c(CCNC(=O)C(=O)Nc3c(C)cccc3C)s2)cc1OC	?
COc1ccc(C2CC(C)=C(C#N)S(=O)(=O)C2C#N)cc1 (stereo not drawn)	-7.4%
COCC(=O)N1CCC(Oc2ccccc2C(=O)N2C[C@H]3CC[C@H]2C3)CC1	-1.9%
CCOC(=O)c1cnc2ccc(OC)cc2c1NCCc1ccccc1	?
C[C@]1(CO)[C@H]2Cc3sc(NC(=O)c4ccc(F)cc4)nc3[C@@H](CC(=O)NCc3cccnc3)[C@]2(C)CC[C@H]1O	-2.0%
N[C@@H]1CC[C@@H]1NC(=O)c1cnc(-c2cccnc2)nc1	16.2%
CCN(CC)C(=O)CCc1c(C)nn(-c2cccc(C)c2)c1Oc1ccccc1	-12.6%
c1cncc(-c2ccnc(NCCc3noc(C4CCCC4)n3)n2)c1	31.6µM*
COCCNC(=O)/C(C#N)=C/c1cccs1	10.1%
CC(=O)NCc1ccc(-c2csc(Nc3cccc(C)c3)n2)o1	?
COc1ccc(OCC(O)CNCCNc2nccc(C(F)(F)F)n2)cc1 (stereo not drawn)	29.1%
Cc1ccc(CNC(=O)Cc2coc3cc(C)cc(C)c23)cc1	2.9%
CCN(CC)Cc1cnc2c(C(=O)NC3CCCNC3)cnn2c1 (stereo not drawn)	?
Cc1cc(C)cc(-c2nc(C3CC(=O)N(c4ccc(F)cc4)C3)no2)c1 (stereo not drawn)	9.1%
COc1ccc(CCNc2oc(COc3cccc(C)c3)nc2C#N)cc1OC	?
COCCNC(=O)C[C@@H]1C[C@H]2O[C@H](CNC3CCCC3)[C@@H](O)[C@H]2O1	-12.6%[86.2 µM]

Another view of some results above.
CCCc1cc(=O)[nH]c(SCC(=O)N2CCN(c3ccccc3)CC2)n1
- KDM5B inh = -14.5%

Nc1nccnc1C(=O)NCC(O)c1ccc(F)cc1F (stereo not drawn)
- KDM5B inh = ?

(further entries)
SMILES	KDM5B inh
Cn1nccc1CN1CC(Oc2ccc(F)cc2F)C1	5.5%[149 µM]
Cc1ccc(C)c(N2CCN(C(=O)c3cc(-c4ccncc4)cn3C)CC2)c1	3.0%
Cc1ccc(NC(=O)CSc2nccn2C2CCCC2)cc1	9.2%
CCC(C)Nc1nc2c(c(=O)[nH]c(=O)n2C)n1Cc1ccc(F)cc1 (stereo not drawn)	-1.0%&-3.9%
O=C(COc1cccc(-c2nnc3n2CCCC3)c1)N1CCN(c2ccccc2F)CC1	8.4%
NS(=O)(=O)c1ccc(NC(=O)CN2CCCc3ccccc32)cc1	-15.8%
CCc1nc(SCC(=O)Nc2ccc(C(=O)OC)cc2)[nH]c1C	7.3%
O=C(Nc1ccccc1)Nc1ccc(NC(=O)c2cc[n+]([O-])cc2)cc1	2.8%
CCOc1ccc(OCC(=O)NCCN2CCN(S(=O)(=O)c3ccc(C)cc3)CC2)cc1	-8.6%
O=C([C@@H]1C[C@H](Oc2ccccc2)CN1C(=O)c1cccnc1)N1CCCC1	-3.4%
Cc1nn(CC(=O)NCc2ccc(OC(C)C)cc2)c(=O)c2c(C)n(-c3ccc(Cl)cc3)nc12	0.8%
O=C1CCCN1CCCN1C(=O)[C@@H]2C[C@@H](O)CN2C2(CN(C3COC3)C2)C1=O	-14.2%[86.2 µM]
CNC(=O)COc1c(Cl)cc(Cl)c2ccc(C)nc12	23.2%

High-throughput results (PubChem BioAssay)
